Screening data: PubChem BioAssay, several laboratories
SDO1 yeast rescue: sdo1-depleted yeast growth rescue; S. cerevisiae sdo1-depleted JHY4D growth rescue, OD600 30 h; active compounds read high; pdr5 snq2 efflux-pump mutant strain; z-score at 10 µM; 0.21% of 140,000 active;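 active = z-score above 3 at both the 24 hr and the 30 hr optical density reads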;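 note: z-score against mean and SD of all compound wells on the same plate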
Insulin prom inh: TRM-6 insulin promoter activity inhibition; TRM-6 cells (human fetal islet line), insulin promoter-eGFP reporter, imaging; reporter expression induced with tamoxifen; 0.9% of 130,000 active; AID 1273; inhibition, % at 2 µM;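 active = inhibition above the mean plus 3 SD, with well images judged a real hit on visual review, cut at about 60% in these data, passing the limit was not always enough; inconclusive = inhibition over the cutoff but images rejected on review; inactive = inhibition not above the cutoff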
SDO1 yeast rescue Rescue 24 h: also measured in SDO1 yeast rescue; calls as there; z-score; S. cerevisiae sdo1-depleted JHY4D growth rescue, OD600; measured here: growth rescue at 24 h;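 0 is the plate mean of compound wells and units are plate SD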
Active calls of the source: *; ? = inconclusive; nt = not tested or not shown; [ ] = another dose, or the depositor's remark.

Insulin prom inh | SDO1 yeast rescue | canonical_smiles | SDO1 yeast rescue Rescue 24 h
-28.6 | -0.26 | COC(=O)C1=C(C)N(c2cccc(OC)c2)C(=O)/C1=C\c1ccco1 | -0.12
nt | 1.07 | CCCn1nnnc1SCC(=O)NCc1cccs1 | 0.48
30.0 | -0.5 | CC(=O)N(c1ccc2oc(=O)sc2c1)S(=O)(=O)c1ccccc1 | -1.07
nt | -1.65 | Cn1c(=O)n(CCc2ccccc2)c(=O)c2c1nc1n2CCN1Cc1ccco1 | -0.07
3.3 | 1.16 | CC(Cl)C(=O)Nc1ccccc1C#N (stereo unspecified) | -0.78
nt | 0.61 | COc1ccccc1C1C(C(=O)c2cc3ccccc3o2)=C(O)C(=O)N1CCN(C)C (stereo unspecified) | 0.05
-12.7 | 0.09 | COc1ccccc1NC(=S)NC(=O)CCCOc1ccc(Cl)cc1Cl | 0.94
-41.2 | nt | O=C(c1ccco1)[C@@H]1[C@@H]2C(=O)N(c3ccc(Br)cc3)C(=O)[C@@H]2C2c3ccccc3C=CN21 (stereo partly specified) | nt
nt | -0.92 | COC(=O)CSc1nc2c(c(=O)n(C)c(=O)n2C)n1CCCc1ccccc1 | -0.94
18.5 | -0.14 | O=C(CN1C(=O)c2ccccc2S1(=O)=O)N1CCN(c2ccccc2F)CC1 | -0.82
-114.3 | -0.5 | O=C(Nc1ccc2c(c1)OCCO2)c1c(F)cccc1F | -0.56
6.1 | -0.49 | COc1ccc(S(=O)(=O)Nc2cc(OC)c(NC(=O)c3ccco3)cc2OC)cc1 | -0.54
0.0 | nt | Cc1ccc(-n2c(Cc3cccc4ccccc34)n[nH]c2=S)c(C)c1 | nt
-15.4 | nt | CCCOc1ccc(N2CC(C(=O)NC3=NCCS3)CC2=O)cc1 (stereo unspecified) | nt
5.5 | 0.03 | CCC(=O)Nc1ccc(S(=O)(=O)Nc2ncccn2)cc1 | -0.83
nt | 0.51 | CC(=O)n1nc(-c2cccnc2)nc1N | 0.33
-13.3 | -0.37 | COc1ccc(Nc2nc(N)nc(CSc3n[nH]c(-c4ccccc4)n3)n2)cc1 | -0.43
-40.0 | 1.35 | CCCn1nnnc1NC(=O)COc1ccc(CC)cc1 | 0.74
50.0 | 1.02 | COc1ccc(S(=O)(=O)N2CCCN(CC(=O)Nc3cc(NC(C)=O)ccc3OC)CC2)cc1 | 0.47
12.3 | -0.14 | CCCCCCc1cc2cc(C(N)=O)c(=N)oc2cc1O | -0.04
-3.1 | 1.83 | Cc1nc2nc[nH]n2c(=O)c1NC(=O)c1c(-c2ccccc2Cl)noc1C | 1.41
-40.0 | 0.69 | CCN(CC)C(=O)Cn1cc(/C=C(\C#N)C(=O)N2CCN(c3ccccc3)CC2)c2ccccc21 | 0.31
nt | 1.25 | O=C(NCc1ccccn1)c1cc2ccccn2n1 | 1.08
43.2 | -1.16 | CC(C)c1nc(N2CCCC2)c(C#N)c2c1CCCC2 | -1.15
6.2 | -0.11 | N#CCCSCc1ccc(C(=O)O)o1 | -0.43
6.9 | 1.31 | Cc1csc(SCC(=O)N2CCCC2)n1 | 0.4
42.9 | -1.68 | CCOC(=O)c1c(C)[nH]c(C)c1C(=O)COC(=O)c1cccc(C)c1O | -1.69
26.5 | -0.49 | CC(=O)Nc1ccc(NC(=S)NC(=O)c2ccc([N+](=O)[O-])c(C)c2)cc1 | -1.06
nt | -0.51 | CCOC(=O)C1=C(C)N(C)C(=S)NC1c1ccc(Cl)cc1 (stereo unspecified) | -0.87
28.9 | -0.94 | O=C(COC(=O)COc1ccc(Cl)cc1)NC1CCCCC1 | -1.31

Reprinted from the part before: two compounds, followed by the next part.
Insulin prom inh | SDO1 yeast rescue | canonical_smiles | SDO1 yeast rescue Rescue 24 h
nt | -0.51 | CCOC(=O)C1=C(C)N(C)C(=S)NC1c1ccc(Cl)cc1 (stereo unspecified) | -0.87
28.9 | -0.94 | O=C(COC(=O)COc1ccc(Cl)cc1)NC1CCCCC1 | -1.31
nt | -0.1 | O=C1Nc2cccnc2Sc2ccccc21 | 0.14
nt | 0.33 | COc1cc(OC)nc(NC(=O)COC(=O)C2CCCCC2)n1 | 0.23
-13.3 | nt | CSc1cccc(NC(=S)N(CCCN2CCC(C)CC2)Cc2cccs2)c1 | nt
57.1 | nt | O=C(CCN1CCOCC1)NNC(=S)NC(=O)c1ccc(Br)cc1 | nt
nt | 0.06 | O=C(c1ccco1)N1CCCC(c2nc(-c3ccc(S(=O)(=O)NCc4ccccc4)cc3)no2)C1 (stereo unspecified) | 0.51
nt | -0.56 | N#Cc1cc(-c2ccccc2)cn(Cc2c(Cl)cccc2Cl)c1=O | -0.66
-27.3 | nt | COc1ccc(CCN2C(=O)C3C(C2=O)C2C=CC3C23CC3)cc1OC (stereo unspecified) | nt
0.0 | -0.98 | CCn1cc(CN(C)S(=O)(=O)c2ccc3ccccc3c2)c(C)n1 | -1.23
-4.5 | -0.24 | C[C@@H]1CCC[C@@]2(O[C@H](CCO)C[C@@H](O)[C@@H]2O)O1 | -0.69
8.3 | 1.15 | CCOC(=O)NNC1CC(=O)N(c2ccccc2)C1=O (stereo unspecified) | 1.07
-220.0 | -0.93 | Cc1ccc(S(=O)(=O)N2CCCC(C(=O)N3CCCc4ccccc43)C2)cc1 (stereo unspecified) | -0.84
-91.7 | 0.52 | N#Cc1ccc(-c2ccco2)nc1SCc1ccccc1 | 0.64
-47.6 | 1.15 | COc1ccc(/C=N/c2c(-c3ccc(OC)cc3)nc3n2CCS3)cc1 | 1.52
-26.7 | -0.71 | CC(C)(C)n1ncc2c(=O)n(CC(=O)OCc3ccccc3)cnc21 | -1.3
-50.6 | -0.41 | Cc1cccnc1NS(=O)(=O)c1cccc([N+](=O)[O-])c1 | 0.5
-38.2 | -1.02 | COc1cc(NC(=O)CSc2nnnn2Cc2ccc3c(c2)OCO3)cc(OC)c1 | -0.39
-37.9 | 1.4 | CCC(=O)Nc1ccc(NC(=O)c2ccco2)c(OC)c1 | 1.3
61.1 | nt | S=C(NCC1CCCO1)Nc1ccccc1 (stereo unspecified) | nt
-18.4 | -0.64 | CCOC(=O)N1CCN(C(=O)NC23CC4CC(CC(C4)C2)C3)CC1 | -1.06
nt | 0.45 | O=C(CCN1C(=O)c2ccccc2C1=O)N1CCN(c2ccccn2)CC1 | -0.27
-12.5 | -2.21 | OC(CSc1ccccc1Cl)CN1CCN(c2ccc(F)cc2)CC1 (stereo unspecified) | -1.16
nt | 0.06 | Cc1ccc(-c2nnc(SCC(=O)N/N=C/c3ccc(C)s3)n2-c2ccccc2)cc1 | 0.22
-75.0 | 0.37 | O=S(=O)(NCc1ccco1)c1ccc(S(=O)(=O)N2CCCCC2)cc1 | 0.46
31.0 | -0.36 | CCOC(=O)c1cc2occc2n1CCCN1C(=O)c2ccccc2C1=O | -0.07
-11.8 | nt | COc1cccc(NC(=S)N2CCCN(Cc3ccc(F)cc3)C2)c1 | nt
36.4 | -0.29 | Clc1ccc2nc(-c3ccc(Br)s3)cn2c1 | 0.58
nt | -0.72 | Cn1c(Cl)cnc1C(O)c1ccccc1 (stereo unspecified) | -1.48
25.0 | nt | COc1ccc(-c2ccc(C#N)c(OC)n2)cc1 | nt
17.4 | 0.23 | CC1Cc2ccccc2N1C(=O)CN1C(=O)CN(C)C(=O)c2ccccc21 (stereo unspecified) | -0.04
68.8 | 0.33 | O=C(c1ccc(C(=O)N2CCOCC2)nc1)N1CCOCC1 | -1.53

Three entries drawn at random from the list so far, as already listed:
Insulin prom inh | SDO1 yeast rescue | canonical_smiles | SDO1 yeast rescue Rescue 24 h
-4.5 | -0.24 | C[C@@H]1CCC[C@@]2(O[C@H](CCO)C[C@@H](O)[C@@H]2O)O1 | -0.69
8.3 | 1.15 | CCOC(=O)NNC1CC(=O)N(c2ccccc2)C1=O (stereo unspecified) | 1.07
-91.7 | 0.52 | N#Cc1ccc(-c2ccco2)nc1SCc1ccccc1 | 0.64

Back to the main list, starting 4 compounds before the break.
Insulin prom inh | SDO1 yeast rescue | canonical_smiles | SDO1 yeast rescue Rescue 24 h
nt | -0.72 | Cn1c(Cl)cnc1C(O)c1ccccc1 (stereo unspecified) | -1.48
25.0 | nt | COc1ccc(-c2ccc(C#N)c(OC)n2)cc1 | nt
17.4 | 0.23 | CC1Cc2ccccc2N1C(=O)CN1C(=O)CN(C)C(=O)c2ccccc21 (stereo unspecified) | -0.04
68.8 | 0.33 | O=C(c1ccc(C(=O)N2CCOCC2)nc1)N1CCOCC1 | -1.53
nt | 0.65 | CCOC(=O)N1CCN(S(=O)(=O)c2ccc(C(=O)Nc3ccc(F)cc3F)cc2)CC1 | 0.23
8.3 | nt | CN(Cc1cnn(C)c1)C(=O)c1cc(COc2c(F)cccc2F)on1 | nt
nt | -0.3[9.5 µM] | COC(=O)c1cn(C)c2ccc(S(=O)(=O)N3CC(C)CC(C)C3)cc2c1=O (stereo unspecified) | -0.67
0.0 | 0.08 | Cc1ccccc1-n1c(=O)cc(N2CCCCCC2)[nH]c1=O | -0.42
-222.6 | -1.09 | CN1/C(=C\C=C2/C(=O)Oc3ccccc3C2=O)C(C)(C)c2ccccc21 | 0.37
nt | 0.63 | Cn1c(=O)oc2cc(S(=O)(=O)N3CCCC(C(=O)NCC4COc5ccccc5O4)C3)ccc21 (stereo unspecified) | 0.42
30.0 | 0.38 | CC(=O)Nc1nc(-c2cccs2)cs1 | -0.18
18.4 | -0.74 | N#C/C(=C\c1cn(Cc2ccc(C#N)cc2)c2ccccc12)C(=O)NCc1cccs1 | -0.08
nt | -0.11 | O=c1c2ccccc2nc(SCc2ccccc2Cl)n1Cc1ccccc1 | -0.54
55.2 | -0.5 | Cc1ccccc1OCc1nc(-c2ccccc2)no1 | -0.14
10.0 | -0.34 | CCOc1ccc(N=Nc2c(N)[nH][nH]c2=O)cc1 | -1.09
-27.0 | -1.26 | CN(CC(=O)Nc1ccc(S(=O)(=O)N2CCCC2)cc1)Cc1ccc(Cl)cc1Cl | -1.53
-2.8 | -1.18 | O=C(c1ccc2nc(-c3ccco3)c(-c3ccco3)nc2c1)N1CCN(c2ccccc2)CC1 | -0.04
11.8 | nt | O=C(COC(=O)c1sc2cc(Cl)ccc2c1Cl)Nc1ncc(Cl)cc1Cl | nt
0.0 | 0.15 | O=C(CSc1nc2c(sc3ccccc32)c(=O)n1CCCN1CCCC1)NCC1CCCO1 (stereo unspecified) | -0.15
0.0 | 0.15 | Cc1cc(C)n2c(SCC(=O)N3CCN(S(=O)(=O)c4ccc(Cl)cc4)CC3)nnc2n1 | 0.93
-6.7 | -1.09 | CCOC(=O)C(=Cc1cc(=O)c(OC)co1)C(=O)OCC | -0.65
nt | -0.19 | O=C(Nc1ncc2c(n1)-c1ccccc1CC2)c1ccc(F)cc1 | 1.76
? | 0.68 | COc1cc(C2N3CC4(C)CN2CC(C)(C3)C4)ccc1O (stereo unspecified) | -0.36
0.0 | -0.17 | CN(C)S(=O)(=O)N1CCN(C(=O)N2CCCCCC2)CC1 | -1.05
77.8* | nt | O=C(NCc1ccccc1Cl)C(=O)NCC(c1ccco1)N1CCOCC1 (stereo unspecified) | nt
-200.0 | 0.78 | COc1ccc(OCC(O)CN2CCCCCC2)cc1 (stereo unspecified) | 0.26
-36.8 | 0.15 | CCOC(=O)C(=O)N=Nc1c(O)[nH]c2ccccc12 | -0.2
nt | -0.76 | Cc1ccccc1NC(=O)Cc1nc(CSc2nnc(C3CCCCC3)n2N)cs1 | -1.14
38.9 | nt | O=C1COc2ccc(C(=O)COC(=O)c3cccnc3Cl)cc2N1 | nt
nt | 11.4* | COc1cc(/C=C/C(=O)c2ccc(NS(=O)(=O)c3ccc(C)cc3)cc2)cc(OC)c1O | 7.31*
21.4 | -0.97 | CCN(CC)S(=O)(=O)c1cccc(-c2nc3n(n2)Cc2ccccc2-3)c1 | -0.13
21.2 | 0.07 | COc1ccc(NC(=O)CSc2nc(-c3ccncc3)nn2CC(=O)N2CCCC2)cc1 | -0.11
-20.0 | nt | CCN(CC)CCC(C)OC(=O)c1ccc(O)cc1O (stereo unspecified) | nt
-12.9 | 1.61 | CC(=O)N(C(C)=O)c1c(N2CCOCC2)c2ccccc2oc1=O | 1.44
13.2 | 0.18 | Cc1cc(C)n(C(=O)C23CC4CC(CC(C4)C2)C3)n1 | -0.59
57.1 | nt | CC(=O)Nc1c(C)nn(-c2ccc([N+](=O)[O-])cc2)c1C | nt
25.0 | 0.33 | CSC(SC)=C(C(C)=O)C(=O)c1ccc(C)cc1 | -0.16
25.5 | nt | O=C(CSc1ncnc2c1oc1ccccc12)N1CCN(c2ccccc2)CC1 | nt
-7.1 | 0.9 | O=C(NCCSCc1ccco1)Nc1ccccc1 | 1.02
nt | -0.01 | COc1ccc(N(CC(=O)N2CCc3ccccc32)S(=O)(=O)c2c(C)nn(C)c2C)cc1 | 0.11
-29.4 | nt | COc1ccc(NC(=O)c2cccc(C(=O)Nc3ccc(OC)cc3)n2)cc1 | nt
-387.5 | -1.45 | COc1ccc(CCNS(=O)(=O)c2ccc3c(c2)OCCO3)cc1 | -1.08
-35.7 | 0.32 | CCOc1ccccc1NC(=O)C1C2C=CC(C2)C1C(=O)O (stereo unspecified) | 0.84
26.7 | nt | CCOC(=O)c1ccc(NC(=O)Nc2ccc(Cl)cn2)cc1 | nt
nt | 0.4 | O=C(NNS(=O)(=O)c1ccccc1)C1CCN(S(=O)(=O)c2ccccc2)CC1 | -0.09
53.5 | -1.26 | O=C(Nc1nccs1)c1cccc(NC(=O)C2CC2)c1 | -1
-7.1 | nt | Cc1cccc(C)c1OCCOC(=O)c1n[nH]c2ccccc12 | nt
